UBC9 SUMO inh: blocks human SUMOylation mediated by UBC9 | P63279 | HTRF SUMOylation assay, SAE1/SAE2 + UBC9, in vitro | inhibition, % at 35 µM | 290,000 tested, 0.36% active; in the data active means inhibition above about 50%, passing the limit was not always enough; further: strong numbers were not always called active
p-CIP stab down: lowers stability of the mouse p/CIP coactivator protein; Q05BA5; F442A p/CIP-EGFP cells, EGFP fluorescence, 16 h; decrease of EGFP signal, % at 10 µM; 290,000 tested, 0.01% active; AID 1984;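 active means EGFP signal decrease of at least 30% at 10 µM or well 3 SD below plate mean, unless failing retest; inactive means the rest, including hits failing retest or dose response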; further: some compounds called inactive have numbers as strong as hits; many of its hits are not listed in these tables
NALP1 yeast inh: blocks the NALP1 inflammasome reconstituted in yeast. S. cerevisiae NALP1/ASC/caspase-1 growth, X-gal OD620, 72 h. inhibition, % at 10 µM. 280,000 tested, 0.61% active; in the data active means inhibition mostly above about 24%, no sharp cut-off; inactive means mostly below about 32%; further: some compounds called inactive have numbers as strong as hits
PfM18AAP inh: PfM18AAP enzyme inhibition; recombinant PfM18AAP, H-Glu-NHMec fluorogenic cleavage; inhibition, % at 7.35 µM; 290,000 tested, 1.2% active; AID 1822;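 active means inhibition above the campaign mean inhibition over all tested compounds plus 3 SD, cut at about 28% in these data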;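 further: 0% = plate median of test compound wells and 100% = 2 mM ZnCl2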
MEKK2 WT-MEK5: raises or lowers MEK5 binding to wildtype human MEKK2 PB1 domain | Q9Y2U5 | bead flow cytometry, Alexa488-MEK5 binding to MEKK2 WT; actives lie on both sides | binding response (% of control), % at 10 µM | 290,000 tested, 1.1% active; in the data active means binding response below about 67% or above about 130%
IDE cell activ: IDE (human) activation, cell-based. HEK cells, FAbeta-B cleavage, fluorescence polarization; 0% vehicle, 100% cell-free pure enzyme wells. activation, % at 5.96 µM. 340,000 tested, 0.073% active. AID 493087;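 active means activation above the mean of all tested compounds plus 3 SD, set per screening campaign, cut at about 17% in these data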
Target sequence (P14735 whole entry, looked up): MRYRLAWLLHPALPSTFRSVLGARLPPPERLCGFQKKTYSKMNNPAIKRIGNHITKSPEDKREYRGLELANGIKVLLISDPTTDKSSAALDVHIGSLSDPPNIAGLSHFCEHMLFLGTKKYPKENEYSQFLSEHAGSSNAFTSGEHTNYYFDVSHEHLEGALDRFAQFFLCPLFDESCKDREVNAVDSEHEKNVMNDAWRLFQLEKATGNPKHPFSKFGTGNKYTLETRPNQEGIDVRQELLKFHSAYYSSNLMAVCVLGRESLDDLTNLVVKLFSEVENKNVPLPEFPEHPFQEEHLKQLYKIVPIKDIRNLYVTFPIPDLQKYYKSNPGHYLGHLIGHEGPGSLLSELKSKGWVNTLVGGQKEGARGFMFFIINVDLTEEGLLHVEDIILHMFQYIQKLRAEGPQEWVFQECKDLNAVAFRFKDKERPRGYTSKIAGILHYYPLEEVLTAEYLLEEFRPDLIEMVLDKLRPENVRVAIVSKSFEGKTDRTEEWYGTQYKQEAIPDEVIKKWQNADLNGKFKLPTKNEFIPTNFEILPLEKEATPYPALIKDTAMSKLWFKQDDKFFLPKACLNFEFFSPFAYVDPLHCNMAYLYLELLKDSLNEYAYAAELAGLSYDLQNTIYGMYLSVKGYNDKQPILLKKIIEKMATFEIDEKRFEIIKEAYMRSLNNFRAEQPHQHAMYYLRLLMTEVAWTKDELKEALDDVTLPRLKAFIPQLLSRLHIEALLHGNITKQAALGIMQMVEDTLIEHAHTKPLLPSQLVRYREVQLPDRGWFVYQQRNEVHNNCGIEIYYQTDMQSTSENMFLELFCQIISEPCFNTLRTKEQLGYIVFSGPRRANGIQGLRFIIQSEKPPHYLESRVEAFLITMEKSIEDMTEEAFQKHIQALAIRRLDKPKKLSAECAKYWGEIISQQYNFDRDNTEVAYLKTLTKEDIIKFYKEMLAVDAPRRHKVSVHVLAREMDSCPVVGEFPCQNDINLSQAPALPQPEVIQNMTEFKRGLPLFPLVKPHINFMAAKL
MEKK3 PB1 HTS: modulators (inhibitors or enhancers) of MEK5 binding to human MEKK3 PB1 domain. bead-based flow cytometry, Alexa488-MEK5 binding to MEKK3; actives lie on both sides; 0 = blocked by unlabeled MEK5, 100 = vehicle. binding response (% of control), % at 10 µM. 290,000 tested, 1.4% active;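 active means binding response more than 3 SD above or below the average of its plate-row segment, actives on both sides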;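 further: Alexa488 bead fluorescence after subtracting the streptavidin-only scavenger bead signal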
IDE cell inh: cellular human IDE inhibition; P14735; HEK cells, FAbetaB cleavage, fluorescence polarization; inhibition, % at 5.59 µM; 320,000 tested, 0.41% active;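 active means percent inhibition above the average of all tested compounds plus 3 SD, set per screening campaign, cut at about 16% in these data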;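 further: IDE supplied by intact live HEK cells; FP after avidin binding of uncleaved biotin substrate so inhibition keeps polarization high; 0% = DMSO wells and 100% = 60 µM reference IDE inhibitor Ii1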
MEKK2 mut-MEK5: signal of MEK5 binding to mutant human MEKK2 PB1 domain; bead flow cytometry, Alexa488-MEK5 binding to MEKK2 mutant; AID 1530; 290,000 tested, 0.35% active; percent response, % at 10 µM; in the data active means percent response above about 24%, passing the limit was not always enough; further: inactives centre near 1; some results filed as inactive read as strong as hits; reference of the scale not given here
An asterisk follows results filed as active; x = not tested or not shown. An excerpt; rates above refer to the full screens.

UBC9 SUMO inh	p-CIP stab down	NALP1 yeast inh	PfM18AAP inh	MEKK2 WT-MEK5	IDE cell activ	MEKK3 PB1 HTS	IDE cell inh	MEKK2 mut-MEK5	Molecule
30	3	0	6	99	-1	100	11	0	COc1cccc2cc(C(N)=O)oc12
-7	-6	29	51*	99	6	102	-2	-3	COc1ccc2c(c1)c(C(=O)N/N=C/c1ccc(O)c(O)c1)c(C)n2C
14	1	12	-22	105	4	103	4	4	COc1ccc(N2CC(C(=O)NCCCN3CCOCC3)CC2=O)cc1 (stereo not drawn)
9	-4	-7	-1	85	-1	94	-8	-14	CCOc1ccc(C(C)C)cc1S(=O)(=O)N1CCOCC1
28	-20	7	-5	106	4	102	-2	5	CC(=O)c1sc2nc(-c3ccccc3)cc(C)c2c1N
4	0	-5	3	105	0	104	-4	3	COc1ccccc1C(=O)N1CC2(C)CC1CC(C)(C)C2 (stereo not drawn)
7	-4	8	2	105	4	107	-2	8	CCN(c1ccccc1)S(=O)(=O)c1ccc(Cl)c(C(=O)NCC2CCCO2)c1 (stereo not drawn)
9	7	2	3	98	4	101	-1	-2	CSCCCNC(=S)Nc1ccc(N2CCOCC2)cc1N1CCOCC1
-2	-1	-4	14	97	1	115	5	5	Cn1c(CN2CCN(c3cccc(Cl)c3)CC2)nc2ccccc21
11	-7	-9	-2	97	2	97	0	0	O=C(NC1CC1)c1ccc(CS(=O)(=O)c2c(Cl)cccc2Cl)o1

Quoted at random: two entries already listed, in no set order.
UBC9 SUMO inh	p-CIP stab down	NALP1 yeast inh	PfM18AAP inh	MEKK2 WT-MEK5	IDE cell activ	MEKK3 PB1 HTS	IDE cell inh	MEKK2 mut-MEK5	Molecule
9	7	2	3	98	4	101	-1	-2	CSCCCNC(=S)Nc1ccc(N2CCOCC2)cc1N1CCOCC1
14	1	12	-22	105	4	103	4	4	COc1ccc(N2CC(C(=O)NCCCN3CCOCC3)CC2=O)cc1 (stereo not drawn)

(cont.)
UBC9 SUMO inh	p-CIP stab down	NALP1 yeast inh	PfM18AAP inh	MEKK2 WT-MEK5	IDE cell activ	MEKK3 PB1 HTS	IDE cell inh	MEKK2 mut-MEK5	Molecule
6	-9	x	-2	106	5	157*	3	-1	O=C(NCCCN1CCOCC1)C(=O)N/N=C/c1ccccc1
2	6	9	3	116	5	107	-2	11	CCOC(=O)N1CCN(S(=O)(=O)c2ccc(C)c(C(=O)NC3CCCCC3)c2)CC1
5	2	21	-4	106	1	109	-5	4	CN(C)CCCC(C)(O)C(C)(C)c1ccccc1 (stereo not drawn)
17	0	1	5	105	5	109	1	2	Cc1ccc(NC(=O)c2ccco2)cc1C
-3	0	11	5	94	2	97	2	-1	O=[N+]([O-])c1ccc(N2CCCCC2)s1
-1	2	1	0	98	0	102	4	0	CC(=O)N[C@H]1[C@H](OC2CCCCC2)O[C@H](COC(C)=O)[C@@H](OC(C)=O)[C@@H]1OC(C)=O
19	13	8	3	103	-3	105	-2	-4	COCCNC(=O)COC(=O)c1cc(-c2ccc(OC)cc2)nc2ccccc12
9	2	38	2	105	-2	105	8	4	Cc1ccc(C(=O)O/N=C(\N)c2cccnc2)cc1[N+](=O)[O-]
-5	-5	8	1	101	-4	100	3	1	O=C(/C=C/c1ccccc1)N1CCN(c2cccc(Cl)n2)CC1
0	7	25	0	96	4	95	2	-2	COC(=O)c1ccc(COc2ccccc2/C=C(\C#N)C(=O)Nc2ccccc2C)cc1
x	x	x	x	99	2	105	5	-4	O=C(NCc1cccs1)c1cc(-c2ccccc2)nn1CC1CC(c2cccc([N+](=O)[O-])c2)=NO1 (stereo not drawn)
-3	-4	18	-5	101	2	99	2	7	CCOc1cc(N2CCOCC2)c(OCC)cc1NC(=O)COC(=O)c1cccc2ccccc12
12	-9	10	5	99	-2	98	2	4	COc1cccc2c1OC[C@@H](CO)[C@H]2N(C)C(=O)Nc1ccc(Cl)cc1
18	0	0	1	107	4	107	2	7	O=[N+]([O-])c1cccc(C2(O)COc3ccccc3O2)c1 (stereo not drawn)
-7	-8	23	2	104	-1	105	1	-1	COc1nccnc1NS(=O)(=O)c1ccc(N=Cc2c(C)[nH]n(-c3ccccc3)c2=O)cc1
2	-1	6	-1	102	5	100	2	2	COc1ccc(CNC(=O)C/C(C)=N/NC(=O)COc2ccccc2)cc1
x	x	x	x	84	6	82	-4	-7	COC(=O)C1=C[C@@H](C(=O)OC)[C@@H]2C3=C(C(=O)[C@@]2(C)NC(=O)c2ccccc2)[C@H](C)C(C(=O)OC)=C(C(=O)OC)[C@@H]3C1
10	-4	32	-3	109	9	108	-3	4	COc1ccccc1NCc1ccc([N+](=O)[O-])s1
17	-7	23	5	112	0	107	-1	6	CCCC1c2ccc(C)n2CCN1C(=O)Nc1ccc(F)cc1 (stereo not drawn)
18	-4	13	2	105	1	104	0	2	COC(=O)c1ccc(CS(=O)(=O)c2ccc(C)cc2)cc1
-14	-7	-2	8	100	0	100	6	-2	CCC(=O)Nc1nc(-c2cc([N+](=O)[O-])cs2)cs1
8	-9	5	1	104	0	103	-5	0	COC(CN1CCc2c(C)nc3c(C#N)cnn3c21)OC
25	-3	39	8	114	-2	102	4	10	Cc1ccc(-c2nnc(Nc3ccc(C(=O)N(C)C)cc3)c3ccccc23)cc1S(=O)(=O)NCC1CCCO1 (stereo not drawn)
-10	4	10	5	101	-1	102	-3	1	CCC(=O)N(CCc1ccccc1)Cc1cc2cccc(C)c2[nH]c1=O
8	-10	21	3	102	4	99	7	0	CN1CCc2c1nc1ccccc1c2N=C1CCCN1Cc1ccccc1
-10	1	4	24	101	-2	99	8	3	Cn1c(SCC(=O)Nc2ccc(C(N)=O)cc2)nc2c(c1=O)SCC2
1	-3	8	1	91	-3	97	-4	-4	Cc1cc(O)c(C2(C(F)(F)F)NCCNC2=O)cc1C (stereo not drawn)
-1	-2	-33	15	94	-4	99	7	2	O=C(NCc1n[nH]c(=S)n1-c1ccccc1Cl)c1ccc(S(=O)(=O)N2CCCCC2)cc1
14	-2	10	-9	110	0	109	-3	7	FC(F)(F)c1nc(NCc2cccnc2)c2ccccc2n1
-1	2	0	2	92	2	98	3	-8	NNC(=O)c1ccccc1-n1cccc1
2	-17	21	4	103	2	101	2	-1	CC(=O)Nc1ccc(NC(=O)c2c(C)nn(Cc3ccccc3)c2Cl)cc1
20	-15	20	-8	100	-8	100	3	-2	CCOC(=O)c1ccc(NC(=O)CSc2nc(N3CCOCC3)nc(N3CCOCC3)n2)cc1
9	3	4	-12	88	2	83	1	4	COC(=O)c1ccc(CSc2nnc(N)s2)cc1
21	-3	14	8	103	4	102	-2	12	Cc1ccc2c(c1)c1c3n2CCN(CCC(=O)O)C3CCC1 (stereo not drawn)
-8	-4	12	1	110	5	104	2	4	CC(=O)N1CCc2cc(S(=O)(=O)Nc3ccc(C)cc3C)ccc21
-5	-2	-13	-7	78	1	59	-3	-9	COc1cccc(NC(=S)N(CCCN2CCC(C)CC2)Cc2cccs2)c1
19	2	-3	x	103	-2	114	-3	-2	COc1ccc(OC)c(NC(=O)C(CCS(C)(=O)=O)NC(C)=O)c1 (stereo not drawn)
15	-20	38	-4	105	-2	102	-5	2	COc1cc(OC)cc(C(=O)OCC(=O)Nc2cccc(C(C)=O)c2)c1
-8	-15	15	-2	100	6	100	3	-2	Cc1ccc(NC(=O)CN2CCN(Cc3ccccc3)CC2)cc1F
-1	-2	32	-2	98	-4	100	-1	-3	Cc1cc(C(=O)N/N=C2\CCCC(C)C2)n[nH]1 (stereo not drawn)

Some of these compounds in order of their number in MEKK2 mut-MEK5, falling:
UBC9 SUMO inh	p-CIP stab down	NALP1 yeast inh	PfM18AAP inh	MEKK2 WT-MEK5	IDE cell activ	MEKK3 PB1 HTS	IDE cell inh	MEKK2 mut-MEK5	Molecule
9	3	4	-12	88	2	83	1	4	COC(=O)c1ccc(CSc2nnc(N)s2)cc1
2	-17	21	4	103	2	101	2	-1	CC(=O)Nc1ccc(NC(=O)c2c(C)nn(Cc3ccccc3)c2Cl)cc1
20	-15	20	-8	100	-8	100	3	-2	CCOC(=O)c1ccc(NC(=O)CSc2nc(N3CCOCC3)nc(N3CCOCC3)n2)cc1
-1	-2	32	-2	98	-4	100	-1	-3	Cc1cc(C(=O)N/N=C2\CCCC(C)C2)n[nH]1 (stereo not drawn)
-5	-2	-13	-7	78	1	59	-3	-9	COc1cccc(NC(=S)N(CCCN2CCC(C)CC2)Cc2cccs2)c1

Additional entries:
UBC9 SUMO inh	p-CIP stab down	NALP1 yeast inh	PfM18AAP inh	MEKK2 WT-MEK5	IDE cell activ	MEKK3 PB1 HTS	IDE cell inh	MEKK2 mut-MEK5	Molecule
4	-2	26	2	102	3	103	2	-1	COc1ccccc1N1CCN(C(=O)c2cc(C(=O)N3CCN(c4ccccc4OC)CC3)cc([N+](=O)[O-])c2)CC1
25	7	26	-4	105	-6	103	5	5	O=C(Nc1nccs1)C1CCN(S(=O)(=O)c2ccc3c(c2)OCCCO3)CC1
14	-4	16	4	89	4	76	4	-10	CSc1nc(-c2ccccc2)cc(C)c1C#N
-1	0	9	-3	102	2	104	-1	3	CC(=O)N/C(=C\c1ccc(F)cc1)C(=O)NC(C(=O)O)C(C)C (stereo not drawn)
4	-1	3	3	91	3	99	-1	1	Cc1ccc2cc3c(NS(=O)(=O)c4cccc5nonc45)nn(CC(C)C)c3nc2c1
-17	-1	-4	0	108	4	107	x	9	CCOC(=O)c1sc(NC(=O)c2cccs2)nc1C
6	-6	6	2	104	7	102	2	2	CC(CC(=O)NCc1ccc(Cl)cc1)c1ccccc1 (stereo not drawn)
11	-5	3	2	98	8	95	-1	0	COc1cc(NS(=O)(=O)c2c(C)[nH]c(C)c2C(=O)N2CCCC2)cc(OC)c1OC
11	-5	3	2	104	4	105	1	6	COC(=O)/C=C/C(=O)NCc1ccco1
5	0	20	-2	95	2	99	0	-6	COc1ccc(NC(=S)N2CCN(S(=O)(=O)c3ccc(C)cc3)CC2)cc1
8	6	24	-5	105	2	105	2	-1	CCN(CC)S(=O)(=O)c1ccc(C(=O)Nc2cc3oc4ccccc4c3cc2OC)cc1
-4	-6	1	2	93	-3	104	-2	-5	COc1cc(-c2nnc(COC(=O)C3c4ccccc4Oc4ccccc43)o2)cc(OC)c1OC
-11	-7	36	3	99	1	98	5	-1	Brc1cnc(N2CCCC2)nc1N1CCCCC1
9	11	-3	2	94	2	101	2	-7	COc1cc(NS(=O)(=O)c2ccc(NC(=O)CN3C(=O)c4ccccc4C3=O)cc2)ncn1
8	-5	37	-2	102	-7	105	1	0	CCOC(=O)C(=CNc1ccccc1C)C(=O)OCC
3	1	10	1	111	0	106	-2	9	O=C(NCCN1CCOCC1)c1ccc2c(c1)N(Cc1ccccc1F)C(=O)c1ccccc1S2
7	-9	18	6	103	1	103	2	2	COC(=O)C1=C(C)Nc2ncnn2C1c1ccc(C)o1 (stereo not drawn)
34	-12	x	1	98	1	95	10	-5	COCCCn1c(=O)/c(=C\c2ccccc2OC(F)F)s/c1=C(/C#N)C(=O)NCCOC
-1	-16	19	-9	105	0	102	-2	11	CCCCCC(=O)NNC(=O)Nc1ccccc1
-14	-5	21	10	102	-3	101	2	1	Cc1cc(SCC(=O)c2cc3ccccc3o2)nc2ccccc12
-10	3	5	10	81	0	69	4	-17	COc1ccc(NC(=O)COC(=O)c2c(C)noc2C)c(OC)c1
11	-2	1	4	101	5	96	-3	-4	CCOc1ccc(CN2CCN(Cc3cc4c(cc3Cl)OCO4)CC2CCO)cc1 (stereo not drawn)
20	-2	3	3	91	3	89	-1	-14	COc1cccc(/C=N/n2c(-c3ccco3)nc3ccccc3c2=O)c1
12	-10	29	15	97	-1	100	6	0	Cc1c(NC2=C(Cl)C(=O)N(c3ccccc3Cl)C2=O)c(=O)n(-c2ccccc2)n1C
6	-7	-1	7	98	3	102	6	-3	NNC(=O)C1CC(O)CN1S(=O)(=O)c1ccc(Cl)cc1 (stereo not drawn)
